Screening results from PubChem.
Myeloid diff 2 – induction of myeloid progenitor differentiation, primary screen, cell-based, flow cytometry, MLPCN library; 360,000 compounds, 1% hits; ER-HoxA9 myeloid progenitors, lysozyme-GFP differentiation; AID 624256, 2012; calls only at 10 µM;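 active means normalized GFP-positive differentiation at or above the plate's own cutoff, the solvent-only control mean plus 3 SD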;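 further: cells exposed to compound for four days before flow analysis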
LYP inhibition – inhibitors of LYP phosphatase, biochemical, fluorescence intensity, uHTS (AID 1779); one-dose inhibition, % at 11.5 µM; IC50 in µM for titrated hits; recombinant LYP phosphatase, fluorescence intensity; higher % means a stronger effect; Tyrosine-protein phosphatase non-receptor type 22 (Homo sapiens); 290,000 compounds, 0.054% hits; in the data active means inhibition above about 50%;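 further: plate controls were vehicle with enzyme for no effect and no enzyme for full effect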
Myeloid diff 2 GFP+ MAC1+ % – further read-out of Myeloid diff 2, marked with its call; GFP+ MAC1+ double positive, %; measured here: differentiation confirmed by MAC1 staining
An asterisk follows results filed as active; i = inactive; + = active, no number. An excerpt; count on the stated rates, not on these rows.

smiles,LYP inhibition,Myeloid diff 2,Myeloid diff 2 GFP+ MAC1+ %
Cc1csc(SCC(=O)Nc2nnc(C)s2)n1,-10.2%,i,1.7
CCOc1ccc(/C=N/NC(=O)C2CCCC2)c(OCC)c1,-2.7%,i,0.0
CCCc1c(C(=O)N/N=C(/C)c2ccncc2)nnn1-c1nonc1N,-8.3%,i,0.4
Cc1ccc(C)c(NC(=O)C2CC(O)CN2C(=O)Oc2ccccc2)c1 (configuration not stated),-13.9%,i,1.4
Cc1c(C)n(C)c2ccc(C(=O)NCCCN3CCOCC3)cc12,-10.7%,i,7.2
O=C(Cc1ccccc1Cl)N/N=C/c1cccnc1,-6.2%,i,0.2
CCN(CC)C(=O)CSc1n[nH]c(=O)n1CCc1ccccc1,-12.2%,i,0.7
CCOc1cccc(C(=O)NNC(=O)C2C3C=CC(C3)C2C(=O)O)c1 (configuration not stated),-7.5%,i,0.0
COc1ccc(C)cc1NC(=O)c1c([N+](=O)[O-])cnn1C,-9.9%,i,0.9
CCN(Cc1cc2ccccc2[nH]c1=O)S(=O)(=O)c1ccc(OC)cc1,-2.7%,i,0.8
COc1ccc(/C(C)=N/NC(=O)c2cc(C)[nH]n2)c(OC)c1,-11.6%,i,0.3
COc1ccc(N(CC(=O)NCCSC2CCCCC2)S(=O)(=O)c2ccccc2)cc1OC,-6.5%,i,1.6
CCCSCCCNC(=O)Cn1nc(CC)n2c(cc3c(OC)cccc32)c1=O,-9.4%,i,0.6
CC1(c2ccc3ccccc3c2)NC(=O)N(CC(=O)N2CCN(c3ccccc3O)CC2)C1=O (configuration not stated),-6.6%,i,0.4
CCc1ccc(-c2cc3c(=O)n(CC(=O)NCCN4CCCCC4C)nc(C)n3n2)cc1 (configuration not stated),-6.8%,i,1.7
COc1ccc(OC)c(CN2CCN(Cc3cc(=O)oc4cc(O)ccc34)CC2)c1,-10.1%,i,0.3
COc1ccc(S(=O)(=O)Nc2cccc(C)c2C)c2cccnc12,-8.0%,i,0.6
O=[N+]([O-])c1ccc(CN2CCC(Cc3ccccc3)CC2)cc1,-13.7%,i,0.3
Cc1cc(C)nc(NS(=O)(=O)c2ccc(NC(=O)C(C)C)cc2)n1,-3.5%,i,0.4
Cc1ccc(C(=O)Nc2cccnc2)cc1S(=O)(=O)N1CCCCCC1,-8.0%,i,1.7
NC(=O)C1CCN(C(=O)C2CC(=O)N(c3ccc(F)cc3)C2)CC1 (configuration not stated),-8.6%,i,1.3
O=C(O)c1nn(CC(=O)N2CCN(c3ccccc3)CC2)c(=O)c2ccccc12,-8.5%,i,0.7
O=C(Nc1cccc(F)c1)C1CCCN1C(=O)OCc1ccccc1 (configuration not stated),-10.7%,i,0.7
CCc1ccc(NS(=O)(=O)c2ccc(OC)c3ncccc23)cc1,-8.2%,i,5.1
CNC(=O)c1ccc(Nc2nnc(-c3ccc(C)c(S(N)(=O)=O)c3)c3ccccc23)cc1,-7.4%,i,0.5
O=C(NC1CCCCC1)C1CC(=O)N(c2ccccc2)C1 (configuration not stated),-3.2%,i,0.4
CCCOc1ccc(-c2csc3nc[nH]c(=O)c23)cc1,-7.4%,i,0.6
CC(NC(=O)c1ccc2ccccc2n1)c1ccc(S(N)(=O)=O)cc1 (configuration not stated),-0.7%,i,0.7
O=C(OCC(=O)N1CCOCC1)c1cc(F)c(F)cc1Cl,-4.1%,i,0.8
COc1cc(/C=C/c2cccc[n+]2C)ccc1OCC(=O)Nc1cccc(Cl)c1,-8.0%,i,1.1
Cc1cc(NC(=O)COC(=O)C2CCN(S(=O)(=O)c3ccccc3)CC2)c([N+](=O)[O-])cc1C,-5.3%,i,2.9
CN(C)S(=O)(=O)c1cc(NC(=O)CNCc2ccc(F)cc2)ccc1Cl,-9.3%,i,0.4
CC1CN(C/C(=N\O)C23CC4CC(CC(C4)C2)C3)CC(C)O1 (configuration not stated),-3.8%,i,0.9
CC1(C)Cc2c(sc(NC(=O)C(=O)N3CCCC3)c2C(N)=O)CO1,-6.0%,i,0.7
COc1ccc(NC(=O)CCNS(=O)(=O)c2cccc3nonc23)c(OC)c1,-6.3%,i,1.1
CCc1cc(CNC(=O)c2ccc(OC3CCN(CCc4ccccc4)CC3)cc2)on1,-3.2%,i,0.4
O=C(NC(=S)NCc1ccco1)c1ccccc1[N+](=O)[O-],-8.7%,i,0.5
Cc1ccc([C@@H]2[C@@H]3C(=O)N(C)C(=O)[C@@H]3[C@]3(Cc4ccccc4)C(=O)N(Cc4ccccn4)CC(=O)N23)o1,-10.9%,i,5.8
O=c1oc2ccccc2c2c1C(O)CO2 (configuration not stated),-4.2%,i,0.9
Cc1ccc(NC(=O)CCCn2nc(C)c3c(C)n(-c4ccccc4)nc3c2=O)c(Cl)c1,-11.7%,i,0.6

Four compounds from above, reduced to Myeloid diff 2:
| Molecule | Myeloid diff 2 |
| --- | --- |
| O=C(NC(=S)NCc1ccco1)c1ccccc1[N+](=O)[O-] | i |
| Cc1cc(NC(=O)COC(=O)C2CCN(S(=O)(=O)c3ccccc3)CC2)c([N+](=O)[O-])cc1C | i |
| CCc1cc(CNC(=O)c2ccc(OC3CCN(CCc4ccccc4)CC3)cc2)on1 | i |
| CC1(C)Cc2c(sc(NC(=O)C(=O)N3CCCC3)c2C(N)=O)CO1 | i |

(listing goes on)
smiles,LYP inhibition,Myeloid diff 2,Myeloid diff 2 GFP+ MAC1+ %
COc1ccc(NS(=O)(=O)c2ccc3oc(SC(C)C(N)=O)nc3c2)cc1 (configuration not stated),-10.4%,i,1.4
CC(C)c1ccc2[nH]c3nc(SCC(=O)NC4CC4)nnc3c2c1,-9.8%,+,3.0*
CCC(=O)N(Cc1cc2ccccc2[nH]c1=O)c1ccccc1OC,1.8%,i,0.1
CC1CCN(CCn2c(=S)[nH]c3ccccc3c2=O)CC1,-8.4%,i,0.4
O=C(NC1=NCCS1)c1ccccc1Cl,-5.5%,i,0.7
CCOC(=O)C1CCCN(C(=O)c2cc3cc4ccc(OC)cc4nc3o2)C1 (configuration not stated),-8.5%,i,0.7
O=C(c1cc(F)c(F)cc1Cl)N1CCCc2ccccc21,2.8%,i,0.1
Cc1ccc(-n2nc(C)c3c(C)c(CCC(=O)O)c(C)nc32)cc1,48.4%,i,0.7
O=c1[nH]c(C2CCN(S(=O)(=O)c3ccc4c(c3)OCCO4)CC2)nc2c1nnn2Cc1ccccc1F,4.3%,i,1.5
CCc1ccnc(NC(=O)Nc2ccc(OCc3ccccc3)cc2)c1,-6.5%,i,0.4
CCOc1ccccc1NC(=O)NCc1ccccn1,-8.2%,i,0.8
CCN(CC)C1CCN(C(=O)c2cc(COc3ccc(-n4cncn4)cc3)on2)C1 (configuration not stated),-7.9%,i,2.2
O=C(Nc1ccc(S(=O)(=O)Nc2ccccn2)cc1)c1cccc(Cl)c1,-3.6%,i,0.2
Cc1ccc(C(=O)C2CCN(CC(=O)NC3CCCC3)CC2)cc1,-8.6%,i,2.4
CCN1C(=O)c2ccccc2Sc2ccc(C(=O)NCCC(C)C)cc21,-1.0%,i,0.3
N#CCC(=O)N/N=C/c1c2ccccc2cc2ccccc12,2.4%,i,3.3
COc1ccccc1N(CC(=O)N1CCC(C(N)=O)CC1)S(=O)(=O)c1ccccc1,-5.2%,i,1.6
COc1cc(C)c(S(=O)(=O)NCCCn2ccnc2)cc1C,-6.8%,i,0.6
CCOC(=O)[C@@H]1[C@H]2COc3ccccc3[C@H]2N2C(=O)N(c3ccccc3)C(=O)[C@]12C,-10.8%,i,0.8
Cc1nc(N2CCN(c3ccccn3)CC2)c2c(C)c(C(=O)Nc3c(C)cc(Br)cc3C)sc2n1,-12.3%,i,1.3
Cc1oc2cc3oc(=O)c(CCC(=O)NC4CC4)c(C)c3cc2c1C,-11.1%,i,4.0
CC(=O)c1cccc(Nc2nc(-c3cccnc3)cs2)c1,-9.1%,i,0.3
O=[N+]([O-])c1ccccc1S(=O)(=O)Nc1ccc(S(=O)(=O)N2CCOCC2)cc1,-9.1%,i,0.4
O=C(Nc1nccs1)c1ccc2c(c1)C(=O)N(Cc1cccnc1)C2=O,-7.1%,i,1.8
COc1ccccc1CNS(=O)(=O)c1ccc(S(=O)(=O)NC2CC2)cc1,-9.5%,i,0.8
CCOC(=O)CSc1nc2c(sc(=S)n2-c2ccccc2)c(=O)n1-c1ccc(OC)cc1OC,8.0%,i,1.2
CCN(CC)C(=O)C1CCCN(C(=O)c2oc3ccc(C)cc3c2C)C1 (configuration not stated),-0.1%,i,0.7
COc1cccc(CN(C)C(=O)C2CCC(=O)N(Cc3cccc(F)c3)C2)c1 (configuration not stated),-3.0%,i,0.5
Cc1cn(CCOc2ccc(Cl)cc2)c(=O)[nH]c1=O,-6.8%,i,0.5
CCOc1cc(CNCc2ccc3c(c2)OCO3)ccc1OC,-15.4%,i,0.7
CC(=O)OCc1c(-c2ccccc2)c2cc([N+](=O)[O-])ccc2n1C,1.2%,i,0.5
CCOC(=O)C1(Cc2cccc(Cl)c2)CCCN(C(=O)CN2C(=O)CSC2=O)C1 (configuration not stated),-8.2%,i,1.3
O=C(Cn1ncn2nc(-c3ccccc3)cc2c1=O)NCc1ccccn1,-13.5%,i,1.2
COCCNC(=O)[C@@H]1CSC2c3ccccc3C(=O)N21 (some centres not stated),-8.0%,i,0.4
CCOC(=O)CN(C)Cc1cn(C)nc1-c1ccc(Oc2ccccc2)cc1,-12.4%,i,0.6
CCN(CC)CCN1C(=O)C(=O)/C(=C(/O)c2ccc(S(=O)(=O)N3CCOCC3)cc2)C1c1ccc(C(C)C)cc1 (configuration not stated),-6.8%,i,0.6
COc1cc(CNc2ccc3[nH]c(=O)[nH]c3c2)ccc1OCc1ccccc1F,-7.0%,i,0.9
Cn1c(CCNS(=O)(=O)c2ccccc2)nc2cc([N+](=O)[O-])ccc21,-3.5%,i,0.4
CCCC(C)C(=O)Nc1nnc(CCc2ccccc2)s1 (configuration not stated),-6.3%,i,0.5
CCCC1=Nc2cc(C(=O)NCCN3CCOCC3)ccc2Sc2ccccc21,-8.7%,i,3.4

Complete entries as entered above:
CC1CCN(CCn2c(=S)[nH]c3ccccc3c2=O)CC1 in the list: LYP inhibition = -8.4%; Myeloid diff 2 = i; Myeloid diff 2 GFP+ MAC1+ % = 0.4
CCN(Cc1cc2ccccc2[nH]c1=O)S(=O)(=O)c1ccc(OC)cc1 in the list: LYP inhibition = -2.7%; Myeloid diff 2 = i; Myeloid diff 2 GFP+ MAC1+ % = 0.8

Additional results
smiles,LYP inhibition,Myeloid diff 2,Myeloid diff 2 GFP+ MAC1+ %
CSc1ccc(CC(=O)N2CCC(n3nccc3NC(=O)C3CC3)CC2)cc1,-5.0%,i,0.5
CC(C)Cc1nnc(NC(=O)CCS(=O)(=O)c2ccc(Cl)cc2)s1,-5.6%,i,1.5
Cc1cccnc1CCNC(=O)c1ccc(OC2CCN(Cc3ccccn3)CC2)cc1,-6.7%,i,0.7
Cc1cc(F)ccc1NC(=O)CCc1c(C)nn(-c2ccc(N3CCCCC3)nn2)c1C,-11.0%,i,1.1
CCOC(=O)C1(CCOC)CCN(C(=O)Cc2ccsc2)CC1,-6.1%,i,0.6
Cc1ccc2c(c1)N(C(=O)CCC(=O)NCc1ccccn1)CC(C)O2 (configuration not stated),-8.8%,i,3.9
CC[C@H]1OC(=O)[C@H](C)[C@@H](O[C@H]2C[C@@](C)(OC)[C@@H](O)[C@H](C)O2)[C@H](C)[C@@H](O[C@@H]2O[C@H](C)C[C@H](N(C)C)[C@H]2O)[C@](C)(O)C[C@@H](C)C(=O)[C@H](C)[C@@H](O)[C@]1(C)O,-12.0%,i,1.4
CC(C)CCN1CC(=O)N2[C@@H](Cc3c([nH]c4ccccc34)C2(C)C)C1=O,-6.8%,i,0.4
CC(=O)N1CCOc2ccc(S(=O)(=O)N3CCN(c4cc(C)ccc4C)CC3)cc21,-8.2%,i,3.4
CCn1c(CC(=O)Nc2ccccc2C)nnc1SCC(=O)Nc1nncs1,-8.8%,i,1.3
CC1Cc2ccccc2N1C(=O)CCn1cccn1 (configuration not stated),-7.1%,i,1.0
O=C(Nc1c(F)cc(F)cc1Br)c1cc(-c2ccccc2)on1,0.9%,i,0.6
CC(C)c1ccc(NC(=O)CN2CCN(C(=O)C3CCCO3)CC2)cc1 (configuration not stated),-11.1%,i,0.0
CCOc1ccc(N(CC)S(=O)(=O)c2cccc3nsnc23)cc1,-3.5%,i,0.3
O=C(CCN1C(=O)/C(=C\c2ccccc2F)SC1=S)N1CCCCC1,-4.7%,i,1.4
Cc1cc(C(=O)Nc2ccc(F)cc2)c2ccccc2n1,-4.7%,i,0.2
O=C(c1cccc(F)c1)N1CCC2(CC1)NCCc1[nH]cnc12,-10.5%,+,10.3*
NC(N)=NS(=O)(=O)c1ccc(NC(=S)NC(=O)Cc2ccc(Cl)cc2)cc1,-2.2%,i,0.4
CCOc1ccc(N2C(=O)C(Cl)=C(N3CCOCC3)C2=O)cc1,-5.7%,i,0.7
CC1Sc2ccc(S(=O)(=O)CCC(=O)Nc3ccccn3)cc2NC1=O (configuration not stated),-11.4%,i,0.0
Cc1ccc(N2C(=NC(=O)c3ccccc3)SC3CS(=O)(=O)CC32)cc1 (configuration not stated),-6.5%,i,2.2
O=C(NC1CCCC1)C(c1cccnc1)N(Cc1ccc(F)cc1)C(=O)c1csnn1 (configuration not stated),-3.6%,i,0.7
